# KDM4E inh: inhibitors of human JMJD2E histone demethylase. actives 1.6% (n = 230,000). B2RXH2. JMJD2E catalytic domain, FDH-coupled NADH fluorescence (FDH is formaldehyde dehydrogenase). Potency, µM (titrated, usually from 57.1 µM), without a hit: at the highest dose activity change, negative = inhibition, hits mostly inhibitors; active = well fitted inhibition curve with a large enough effect, not every such curve was filed as active; inconclusive = small, poorly fitted or top-dose-only effect, or another doubt; inactive = no such curve, though single readings can be large or run the other way;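 note: 0% = wells with enzyme and -100% = buffer wells without enzyme; nearly all actives have a fitted effect of over 50% in size; many of its hits are not listed in these tables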
# Target sequence (B2RXH2 1-337 limits assumed): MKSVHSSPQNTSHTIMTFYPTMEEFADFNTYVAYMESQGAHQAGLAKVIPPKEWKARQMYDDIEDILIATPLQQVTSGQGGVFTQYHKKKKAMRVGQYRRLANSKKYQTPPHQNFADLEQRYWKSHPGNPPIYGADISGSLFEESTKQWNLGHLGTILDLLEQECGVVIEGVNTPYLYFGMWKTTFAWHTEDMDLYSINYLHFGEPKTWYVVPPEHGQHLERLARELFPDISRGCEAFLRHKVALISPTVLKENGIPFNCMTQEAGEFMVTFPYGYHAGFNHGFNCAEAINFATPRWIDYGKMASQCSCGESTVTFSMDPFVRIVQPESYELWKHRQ
# Luc counter: counter-screen: inhibitors of Kinase-Glo firefly luciferase | actives 0.28% (n = 200,000) | Q27757 | Potency, µM (titrated, usually from 38.3 µM), without a hit: top-dose activity change, negative = inhibition, most hits filed as inhibitors | Kinase-Glo luciferase, ATP luminescence, 8 min; note: % is set by controls: 0 for no effect and ±100 for the full control effect; nearly all actives have a fitted effect of over 60% in size
#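 Kinase-Glo luciferase light output from ATP and luciferin was measured with 10 uM ATP, within the enzyme's linear range. Buffer: 50 mM imidazole pH 7.2, 50 mM KCl, 7 mM MgCl2, 0.01% Tween 20, 0.05% BSA; luminescence read after 8 min at ambient temperature.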
# SMN2 splice enh: increases expression of the SMN2 splice variant. Potency, µM (highest dose often 46.1 µM), for inactives: at the top dose activity change, positive = activation, most hits filed as activators. HEK293 SMN2-luciferase splicing reporter, luminescence, 30-36 h. actives 2.8% (n = 210,000); note: % of control where 0% means no effect; nearly all actives have a fitted effect of over 55% in size
#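 qHTS luciferase splicing reporter: luminescence rises when SMN2 exon 7 is included in transfected HEK293 cells. Compound exposure lasted 30-36 h at 37C, with 4.5 mM final sodium butyrate as control, followed by a ONE-Glo read.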
# RECQ1 helicase: RECQ1 (human) helicase inhibition | P46063 | RECQ1 DNA unwinding, red fluorescence kinetic read | Potency, µM (doses to about 57.3 µM), without a hit: top-dose activity, negative = inhibition, hits mostly inhibitors | actives 0.54% (n = 240,000);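 note: plate controls were vehicle for no effect and no enzyme for full effect; nearly all actives have a fitted effect of over 30% in size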
#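 50 nM RECQ1T1 preincubated 15 min with compound in Tris pH 8.0 buffer with MgCl2, DTT, Tween-20 and 2.5 ug/ml poly(dI-dC); started with 200 nM TAMRA/BHQ-2 forked duplex and 2 mM ATP. Unwinding read as fluorescence (525/598 nm), two reads 2 h apart.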
# IMPase Li inh: cell-permeable IMPase inhibitors with lithium potentiation | Potency, µM (doses to about 59.4 µM), for the others: at the highest dose activity, negative = IMPase inhibition, usual class: inhibitors | AID 1457 | actives 0.35% (n = 210,000) | CHO-M1 cells, IP1 TR-FRET (IP-One), carbachol + lithium;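 note: IP1 builds up when IMPase is blocked and the TR-FRET signal falls; plate controls were basal vehicle for no effect and high inhibitor control for full effect; nearly all actives have a fitted effect of over 50% in size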
#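 Readout is a homogeneous TR-FRET IP1 immunoassay (Ex 320, Em 665 and 620), where raised cytosolic IP1 lowers signal. Cells were CHO-M1 treated 30 min at 37C with test compounds plus a little lithium; AC50 values came from Hill-equation fitting.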
# NPSR antagonist: antagonists of human neuropeptide S receptor cAMP signaling | Q6W5P4 | CHO-NPSR cells, cAMP TR-FRET, antagonist mode | Potency, µM (series often up to 38.3 µM), inactives show at the highest dose activity change, negative = inhibition, actives largely listed as inhibitors | actives 1% (n = 220,000) | AID 1461; note: % is set by controls: 0 for no effect and ±100 for the full control effect; nearly all actives have a fitted effect of over 50% in size; many of its hits are not listed in these tables
# Target sequence (Q6W5P4 whole entry, looked up): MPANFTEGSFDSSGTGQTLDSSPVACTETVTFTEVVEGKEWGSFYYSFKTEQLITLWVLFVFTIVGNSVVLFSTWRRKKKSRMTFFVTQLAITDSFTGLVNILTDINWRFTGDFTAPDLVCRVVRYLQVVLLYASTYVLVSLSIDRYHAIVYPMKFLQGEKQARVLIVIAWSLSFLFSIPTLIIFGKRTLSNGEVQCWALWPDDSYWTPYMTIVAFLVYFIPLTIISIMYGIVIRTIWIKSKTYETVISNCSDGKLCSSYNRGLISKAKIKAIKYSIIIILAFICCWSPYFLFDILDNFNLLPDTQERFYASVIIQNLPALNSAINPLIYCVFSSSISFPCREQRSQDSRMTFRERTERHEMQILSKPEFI
# RGS12 GoLoco inh: blocks human Gai1 binding to RGS12 GoLoco peptide, red readout; Gai1:RGS12 GoLoco peptide FP, rhodamine, 10 min; Potency, µM (titrated, usually from 61.6 µM), without a hit: at the top dose activity, negative = inhibition, usual class: inhibitors; actives 0.44% (n = 230,000); P63096; active = well fitted inhibition curve with a large enough effect, not every such curve was filed as active; inactive = no such curve, though single readings can be large or run the other way; note: % is set by controls: 0 for no effect and ±100 for the full control effect; nearly all actives have a fitted effect of over 30% in size; many of its hits are not listed in these tables
# Target sequence (P63096 whole entry, looked up): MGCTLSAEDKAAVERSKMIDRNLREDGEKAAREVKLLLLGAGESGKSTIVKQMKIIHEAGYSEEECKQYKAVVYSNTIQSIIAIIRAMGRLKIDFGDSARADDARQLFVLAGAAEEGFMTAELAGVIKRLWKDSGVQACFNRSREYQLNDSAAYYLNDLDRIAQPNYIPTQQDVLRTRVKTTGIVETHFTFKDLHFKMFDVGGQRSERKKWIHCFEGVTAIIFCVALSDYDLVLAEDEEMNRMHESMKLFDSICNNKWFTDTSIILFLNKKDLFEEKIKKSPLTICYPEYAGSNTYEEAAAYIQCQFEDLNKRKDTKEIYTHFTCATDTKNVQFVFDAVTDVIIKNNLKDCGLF
# Epigenetic reg: regulators of epigenetic silencing causing reporter derepression in mouse cells; murine LDR cells, GFP reporter derepression, 30 h; Potency, µM (titrated, usually from 53.9 µM), for inactives: at the highest dose GFP activation, hits mostly activators; actives 0.2% (n = 280,000); note: % of control where 0% means no effect; nearly all actives have a fitted effect of over 60% in size
#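 Derepression of a silenced CMV-GFP reporter in murine LDR cells is scored by enumerating GFP-positive cells with a laser-scanning microplate cytometer after 30 hours of treatment at 37 C.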
# * = called active by the depositor; i = inactive; ? = inconclusive; / = not tested or not shown; [ ] = dose if it differs, or a comment. Unless noted, calls come from the whole dose curve; as a rule, active = well fitted curve in the direction sought with a large enough effect; inconclusive = small, poorly fitted or top-dose-only effect, or another doubt; inactive = no such curve, though single readings can be large; an effect the other way counts as inactive or inconclusive. Potency is the fitted concentration of half-maximal effect. An excerpt. The share of hits here may be higher or lower than overall.
# The opening 3 entries, ahead of the listing:
SMILES,KDM4E inh,Luc counter,SMN2 splice enh,RECQ1 helicase,IMPase Li inh,NPSR antagonist,RGS12 GoLoco inh,Epigenetic reg
Cc1cccc2nc(CSc3nc4ccccc4[nH]3)cn12,-1.5%,2.7%,1.9%,i,9.4%,9.9%,4.1%,-1.1%
CC1=Nc2ccccc2/C1=C/c1sc(=N)n(-c2nccs2)c1O,-0.3%,2.7%,-50.9%[inhibitor],17.8µM*,30.2%[activator][38.3 µM],?,46.2%[activator],?
COC(=O)Cc1sc(-c2ccccn2)nc1-c1ccccc1,?,1.1%,-13.5%,i,12.6%,-17.3%,2.1%,-2.2%

# The list itself, previewed entries included:
SMILES,KDM4E inh,Luc counter,SMN2 splice enh,RECQ1 helicase,IMPase Li inh,NPSR antagonist,RGS12 GoLoco inh,Epigenetic reg
Cc1cccc2nc(CSc3nc4ccccc4[nH]3)cn12,-1.5%,2.7%,1.9%,i,9.4%,9.9%,4.1%,-1.1%
CC1=Nc2ccccc2/C1=C/c1sc(=N)n(-c2nccs2)c1O,-0.3%,2.7%,-50.9%[inhibitor],17.8µM*,30.2%[activator][38.3 µM],?,46.2%[activator],?
COC(=O)Cc1sc(-c2ccccn2)nc1-c1ccccc1,?,1.1%,-13.5%,i,12.6%,-17.3%,2.1%,-2.2%
CC1(C)C2CCC(C2)C1(C)N=C1OC(CCl)CS1 (stereo unspecified),-6.3%,/,/,0.9%,/,32.5%,-12.5%,-1.7%
CCc1ccc(C(=O)NNc2ccc(S(N)(=O)=O)cc2)cc1,3.1%,/,/,i,/,-5.5%,-0.6%,0.0%
COC1=C(OC)C(=O)c2ccccc2C1=O,11.2µM*,-5.5%,-95.5%[inhibitor],-11.0%,11.6%,9.9%[46.1 µM],8.9%,3.7%
CCOC(=O)N1CCN(S(=O)(=O)c2cc([N+](=O)[O-])c(C)cc2C)CC1,-5.4%,-1.3%,/,2.3%,-2.3%,4.6%,35.9%[activator],-1.4%
O=C(O)CCCC(=O)Nc1cccc2cccnc12,-7.1%,1.1%,0.1%,-1.4%,-9.4%[38.3 µM],-10.1%[46.1 µM],-8.9%,-1.0%
C=CCn1c(SCC(=O)c2[nH]c(C)c(C(=O)OC)c2C)nc2scc(-c3ccc(OC)c(OC)c3)c2c1=O,-1.2%,0.2%,-22.6%,-8.9%,4.0%,-45.8%,10.0%,-0.1%
CC(C)(O)C#Cc1ccc(CN2CCN(Cc3ccsc3)C(CCO)C2)s1 (stereo unspecified),5.4%,/,/,i,11.5%,-1.7%,-0.8%,1.0%
Cc1ccsc1C(=O)NC(C)c1ccc2c(c1)OCO2 (stereo unspecified),6.3%,3.7%,-9.2%,-1.7%,22.7%,-1.9%,2.5%,-0.1%
CCCCc1ccc(NC(=O)COCC)cc1,3.4%,-1.1%,21.5%,-9.8%,13.1%[38.3 µM],-9.7%[46.1 µM],8.1%,-0.8%
COc1cccc(C2c3c(oc4ccc(F)cc4c3=O)C(=O)N2CCCN2CCOCC2)c1 (stereo unspecified),-15.1%,0.2%,11.1%,-0.8%,21.1%,13.2%,16.5%,0.0%
C(=N\N=C\c1cccs1)/c1cccs1,-3.1%,-16.9%,?,-3.2%,?,5.1%,5.4%,-1.1%
S=c1[nH]nc(-c2ccco2)n1/N=C/c1ccc(Br)s1,-4.1%,-1.3%,-11.7%,-3.4%,11.0%[38.3 µM],-9.0%[46.1 µM],-3.9%,-1.1%
COCCN(CCOC)C(=O)N1CCOCC1,2.1%,/,/,-5.0%,/,41.1%,5.0%,0.4%
c1ccc(C[n+]2csc3ccccc32)cc1,?,3.4%,?,i,6.0%[38.3 µM],-13.5%[46.1 µM],10.0%,1.0%
CN(C)S(=O)(=O)c1ccc(N2CCCC2)c(C(=O)Nc2nc(-c3cc(F)ccc3F)cs2)c1,?,2.3%,-1.0%,i,-1.9%,6.5%,4.5%,0.0%
O=C(Cn1ncc(N2CCCC2)c(Br)c1=O)c1ccc(Cl)cc1,7.9%,3.5%,/,-2.4%,4.8%,11.6%,4.8%,1.5%
O=C(Cc1cccs1)NNC(=S)NC(=O)c1ccco1,?,0.3%,-19.8%,i,-10.2%,-20.1%,7.0%,-0.1%
COCCCNC(=O)c1sc2ncnc(N3CCc4ccccc4C3)c2c1C,2.1%,-2.7%,/,-3.2%,9.1%,-28.9%[46.1 µM],-15.2%,0.0%
CC(=O)c1ccc(N2CCc3ccccc3C2)c([N+](=O)[O-])c1,-1.3%,/,/,i,/,5.8%,4.2%,0.1%
CCOc1ccc(NC(=O)c2c[nH]n3c(=O)cc(C4CCN(C(=O)OC(C)(C)C)CC4)nc23)cc1,-2.1%,/,/,-3.6%,/,-48.4%,11.9%,0.0%
COC(=O)c1ccccc1NC(=S)NC(=O)CC(C)C,-2.8%,2.0%,13.8%,-6.6%,9.1%[38.3 µM],-6.9%[46.1 µM],-2.0%,-3.2%
O=C(O)C1CCCN1C(=O)c1cncc(Br)c1 (stereo unspecified),5.4%,12.6%,-5.1%,-2.1%,3.5%[38.3 µM],0.7%[46.1 µM],0.4%,1.0%
Cc1cc(C)c(C)c(S(=O)(=O)NC(C)C(=O)O)c1C (stereo unspecified),-5.6%,/,/,-2.6%,/,7.3%,2.3%,0.0%
COc1ccc(NC(=O)c2cccnc2)c(OC)c1,-0.3%,-5.2%,-34.2%[inhibitor],3.2%,7.5%[38.3 µM],1.5%[46.1 µM],7.9%,-1.3%
Cc1ccccc1NC(=O)c1ocnc1C,2.1%,-0.3%,14.3%,i,-1.2%,2.8%[46.1 µM],10.2%,0.0%
O=C(Nc1cccc(Br)c1)/C(=C\c1cccnc1)NC(=O)c1ccco1,-1.3%,-2.2%,4.5%,-3.1%,10.9%[38.3 µM],0.0%[46.1 µM],3.4%,0.9%
O=C(NCCCn1ccnc1)c1cc(-c2cccc(O)c2)on1,1.0%,/,/,-4.0%,/,-0.2%,10.3%,0.1%
CN(CC1CCCO1)S(=O)(=O)c1ccc(C(=O)Nc2nc(-c3ccccn3)cs2)cc1 (stereo unspecified),?,3.0%,-76.7%[inhibitor],-3.4%,3.5%,-23.0%,5.2%,0.0%
Cc1cc(C)nc(NC(=O)CCCC(=O)O)c1,2.2%,-4.4%,-5.3%,-14.3%,-5.5%[38.3 µM],0.8%[46.1 µM],-4.9%,0.0%
O=C(O)CCc1ccccc1OC(=O)c1ccccc1,4.5%,/,/,-0.7%,/,12.4%,-0.1%,1.1%
CCOC(=O)c1sc(N(C)C)nc1-c1ccccc1,7.8%,3.4%,6.6%,-4.7%,10.5%,-6.7%,3.7%,-1.0%
CNc1nc(N)nc(-c2cc(Cl)ccc2OC)n1,-11.1%,-1.0%,/,i,-1.3%,4.9%,5.9%,1.1%
FC(F)(F)c1cc(C(F)(F)F)c2ccc(N3CCN(c4ncccn4)CC3)nc2n1,9.1%,0.3%,10.1%,-7.7%,-15.9%[38.3 µM],-10.3%[46.1 µM],-0.1%,0.8%
Cc1ccnc(NS(=O)(=O)c2ccc(C(C)(C)C)cc2)c1,?,-3.9%,/,-6.3%,10.5%,-9.6%,0.3%,-2.8%
CCN(Cc1ccncc1)Cc1c(O)ccc2cc(Br)ccc12,7.08µM*,-3.0%,-22.2%,-16.4%,-26.5%,-34.3%,51.5%[activator],1.3%
Cc1cc(C)c(NC(=O)Nc2ccccc2)c(Cl)c1,2.3%,-7.9%,5.5%,5.4%,-6.0%,5.3%,-1.9%,4.8%
CCCCN(C)S(=O)(=O)c1c(C)[nH]c(=O)[nH]c1=O,0.4%,-3.1%,-7.8%,i,23.3%[38.3 µM],-3.0%[46.1 µM],-6.3%,0.9%
CCOC(=O)c1c(CN(C)C)n(C)c2ccc(OC(C)=O)cc12,?,-0.8%,6.3%,i,-18.8%[38.3 µM],-4.5%[7.67 µM],13.1%,-2.4%
CCOC(=O)/C(O)=C/c1ncc(C(F)(F)F)cc1Cl,-23.1%,-2.1%,-6.6%,i,-5.6%[38.3 µM],-1.1%[46.1 µM],-8.2%,-1.1%
CC(=NCC(=O)O)c1ccccc1,/,3.0%[7.66 µM],-2.7%[9.22 µM],/,-8.5%,/,10.4%[14.2 µM],/
Cc1ccc(C#CC(C)(O)C(C)(C)C)cn1 (stereo unspecified),-4.0%,/,/,-2.4%,/,-7.6%,7.9%,-1.0%
C=CCn1c(-c2ccc(Cl)cc2)ccc(C#N)c1=O,?,-5.1%,-10.3%,-1.0%,2.3%[38.3 µM],1.1%[46.1 µM],69.2%[activator],4.3%
COCCn1c(C)cc(C2=NNC(=Nc3ccccc3F)SC2)c1C,25.1µM*,-15.2%,-31.0%[inhibitor],-19.1%,-2.5%[38.3 µM],-3.9%[46.1 µM],16.5%,1.7%
CCOc1ncccc1C(=O)OCC(=O)NCCc1ccccc1,2.5%,4.2%,2.7%,i,21.1%[38.3 µM],-8.6%[46.1 µM],5.4%,-0.3%
COc1ccc(S(=O)(=O)Nc2ccc3cn[nH]c3c2)cc1C,0.8%,0.6%,-13.5%,i,-4.8%,-9.6%,3.1%,0.9%
COc1ccc2[nH]c(-c3ccccc3)cc2c1,?,/,/,i,/,-11.8%,0.5%,0.1%
O=[N+]([O-])c1cccc(/C=N/NC2CCS(=O)(=O)C2)c1 (stereo unspecified),-8.0%,/,/,-2.5%,/,-13.1%,7.6%,7.3%
# (continued)
SMILES,KDM4E inh,Luc counter,SMN2 splice enh,RECQ1 helicase,IMPase Li inh,NPSR antagonist,RGS12 GoLoco inh,Epigenetic reg
CCOC(=O)c1oc2cc(OC(C)=O)ccc2c(=O)c1-c1ccc(OC)c(OC)c1,9.4%,/,/,-7.5%,/,-22.2%,9.6%,1.1%
CCc1ccc(C(=O)C(C)OC(=O)C2COc3ccccc3O2)cc1 (stereo unspecified),3.5%,-0.1%,7.8%,-1.3%,-4.7%,10.1%,4.0%,0.0%
O=C(CCN1CCCC1)Nc1cccc(Br)c1,6.1%,1.4%,?,i,21.8%[38.3 µM],9.1%[46.1 µM],5.6%,-0.1%
O=C(/C=C/c1ccccc1)NCCCNC(=O)/C=C/c1ccccc1,4.0%,1.3%,24.4%,-10.4%,9.1%,-5.3%,-1.5%,1.2%

# Source: PubChem BioAssay (National Center for Advancing Translational Sciences (NCATS))
